HEK293 tox: cytotoxic in the GLP-1 receptor inverse agonist counter-screen; HEK293 cAMP-luciferase reporter cells, luminescence, 24 h; Potency, µM (top dose mostly 38.3 µM), without a hit: at the highest dose activity change, negative = inhibition, actives largely listed as inhibitors; 410,000 tested, 0.13% active; AID 624418;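 further: loss of luciferase light is scored as toxicity; potency means the concentration at half of the fitted maximal effect; on the % scale 0 is the no-effect control and ±100 the full control effect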
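Cells in DMEM/10% Nu serum/1% pen-strep, 1536-well format. Pre-incubated 12 h, dosed with 23 nL compound, incubated a further 24 h. Luciferase detection, 12 min at room temp, luminescence.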
KB-V1 cytotox: KB-V1 MDR subline cytotoxicity. KB-V1 MDR cells viability, CellTiter-Glo, 72 h. Potency, µM (top dose mostly 46.1 µM), without a hit: at the highest dose activity change, negative = cytotoxicity, most hits filed as cytotoxic. 400,000 tested, 3.4% active. AID 1347076; further: potency means the concentration at half of the fitted maximal effect; on the % scale 0 is the no-effect control and ±100 the full control effect; nearly all actives have a fitted effect of over 60% in size
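Potencies derive from concentration-effect curves fitted to normalized luminescence (CellTiter-Glo) of KB-V1 cells treated for 72 h at 37 degrees C in phenol-red-free DMEM containing 10% FBS.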
HT1080 IDH1KD tx: kills HT-1080 cells with IDH1 knockdown. Potency, µM (series often up to 46.1 µM), without a hit: at the top dose activity, negative = toxicity, usual class: cytotoxic. HT-1080 IDH1 knockdown viability, ATP luminescence, 48 h. 360,000 tested, 2% active. AID 686971;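 further: potency means the concentration at half of the fitted maximal effect; 0% = DMSO wells and -100% = cell-free medium wells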
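Assay cells: HT-1080 with IDH1 knockdown, 750 per well, RPMI/5% FBS. Exposure: 48 h at 37 °C following 2 h pre-incubation. Read: CellTiter-Glo luminescence; fitted concentration-response, curve class assigned.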
IL1B secr inh: inflammasome signaling inhibition, IL-1 beta readout; activity change, % at 57.5 µM; 360,000 tested, 4.7% active; THP-1 LPS/ATP IL-1B secretion, AlphaLISA, 16 h; stronger effect = lower value; in the data active means activity change below about -50%; inconclusive means mostly about -30% to -49%; further: on the % scale 0 is the no-effect control and ±100 the full control effect
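THP-1 cells pretreated 1 hr with compounds (up to 57.5 uM final), then stimulated with LPS (250 ng/mL final) plus ATP (1.25 mM final); secreted IL-1B measured by AlphaLISA after 16 hr, decreased signal indicating inhibition.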
D3 ag: activates the human D3 dopamine receptor | 410,000 tested, 0.58% active | P35462 | max activation, % | D3R DiscoveRx beta-arrestin cells, luminescence, 90 min; in the data active means max activation above about 30%; further: 0% is about no effect; mostly tested at two doses, the higher about 12 µM
Target sequence (P35462 whole entry, looked up): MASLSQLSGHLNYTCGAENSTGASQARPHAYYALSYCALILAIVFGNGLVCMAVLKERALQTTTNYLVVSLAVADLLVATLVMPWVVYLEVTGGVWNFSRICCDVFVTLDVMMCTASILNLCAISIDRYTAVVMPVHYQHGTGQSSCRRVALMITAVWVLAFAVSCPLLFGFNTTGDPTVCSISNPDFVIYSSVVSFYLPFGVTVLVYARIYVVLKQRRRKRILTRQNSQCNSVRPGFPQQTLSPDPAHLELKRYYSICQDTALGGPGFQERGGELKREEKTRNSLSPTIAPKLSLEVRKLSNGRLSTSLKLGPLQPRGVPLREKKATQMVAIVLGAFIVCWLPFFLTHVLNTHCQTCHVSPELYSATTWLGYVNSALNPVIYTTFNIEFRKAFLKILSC
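Agonist mode: compounds and dopamine controls were applied to plated cells for 90 min at 37 degrees C after an overnight attachment at 1500 cells/well. Luminescent read-out followed 30 - 60 minutes at room temperature with DiscoveRx detection reagent.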
MCF10A rereplic: inducers of DNA re-replication in MCF 10A breast cells | 350,000 tested, 2.9% active | Potency, µM (series often up to 46.1 µM), for the others: top-dose activity, positive = re-replication, hits mostly activators | MCF 10A DNA re-replication, Hoechst nuclear intensity, 48 h; further: potency means the concentration at half of the fitted maximal effect; % of control where 0% means no effect; nearly all actives have a fitted effect of over 50% in size
HT1080-NT tox: kills 2HG-producing HT-1080-NT fibrosarcoma cells; HT-1080-NT fibrosarcoma viability, CellTiter-Glo ATP luminescence, 48 h; Potency, µM (doses to about 46.1 µM), without a hit: at the highest dose activity, negative = less viability, actives largely listed as cytotoxic; 360,000 tested, 1.6% active; AID 686970;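 further: NT is the 2HG producing partner of a matched IDH1 knockdown line; potency means the concentration at half of the fitted maximal effect; 0% = DMSO-treated cells and -100% = media-only wells without cells; nearly all actives have a fitted effect of over 55% in size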
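Fibrosarcoma NT cells, 750 per well in 5% FBS RPMI, were exposed to compound for 48 hours. Viability: CellTiter-Glo luminescence.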
SW480 rerep: DNA re-replication induction in SW480 cells; SW480 DNA re-replication, Hoechst DNA content imaging, 48 h; Potency, µM (highest dose often 46.1 µM), without a hit: at the top dose re-replication activation, hits mostly activators; 340,000 tested, 1.8% active; further: potency means the concentration at half of the fitted maximal effect; % of control where 0% means no effect; nearly all actives have a fitted effect of over 55% in size
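Hoechst fluorescence of nuclei (405 nm excitation, 500-530 nm emission) measured by plate-scanning imager after 48 hr compound exposure at 37 C; re-replication scored as increased number of nuclei with elevated intensity.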
KB-3-1 cytotox: kills parental KB-3-1 adenocarcinoma cells; KB-3-1 viability, CellTiter-Glo ATP luminescence, 72 h; Potency, µM (doses to about 46.1 µM), for the others: top-dose activity change, negative = cytotoxic, most hits filed as cytotoxic; 400,000 tested, 1.4% active; AID 1347075; further: potency means the concentration at half of the fitted maximal effect; on the % scale 0 is the no-effect control and ±100 the full control effect; nearly all actives have a fitted effect of over 60% in size
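Multi-concentration cytotoxicity screen in KB-3-1 cells grown in DMEM lacking phenol red with 10% FBS. After 72 h at 37 °C with compound, ATP-dependent luminescence was recorded.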
* hit, by the source's call; ? = inconclusive; · = no result given; [ ] = remark or other dose. Unless noted, the call rests on the fitted dose curve; in most records, active means well fitted curve in the direction sought with a large enough effect; inconclusive means small, poorly fitted or top-dose-only effect, or another doubt; inactive means no such curve, though single readings can be large; an effect the other way counts as inactive or inconclusive. No enrichment for hits (roughly 11% active in at least one column).

structure	HEK293 tox	KB-V1 cytotox	HT1080 IDH1KD tx	IL1B secr inh	D3 ag	MCF10A rereplic	HT1080-NT tox	SW480 rerep	KB-3-1 cytotox
CC(C)(C)C(=O)Nc1ccc(-c2cn3ccsc3n2)cc1	0%	-25%	-4%	-4	1	-20%	-1%	1%[9.22 µM]	-12%
O=C(N/N=C\C=C\c1ccco1)c1cc(-c2ccc3ccccc3c2)n[nH]1	-41%	26%	-8%	-23	10	7.3µM*	-20%	17%	1%
C=CCn1c(SCC(=O)O)nnc1-c1ccccc1	-8%	11%	0%	21	-2	2%	9%	-6%	5%
O=C(O)CCC(=O)NCc1ccc(F)cc1	-5%	5%	2%	3	1	3%	7%	-9%	1%
C[C@@H]1CN([C@H](C)CO)C(=O)CCCn2nncc2CO[C@H]1CN(C)Cc1ccc(C(F)(F)F)cc1	5%	7%	9%	9	6	·	16%	·	?
Nc1c(-c2ccsc2)cnc2ncnn12	0%	-15%	16%	7	-6	24%	22%	2%	12%
O=S(=O)(c1ccc2nc(-c3ccccc3)[nH]c2c1)N1CCN(c2ccc(Cl)cc2)CC1	?	?	?	6	2	16µM*	-25%	?	-1%
COC(=O)c1ccccc1NC(=O)C1CCN(C(=O)c2cc(OC)cc(OC)c2)CC1	-15%	-4%	-18%	5	-9	-2%	-17%	-3%	6%
CCCCC(=O)N1CC2(C)CN(C(=O)CCCC)CC(C)(C1)C2=O	-1%	8%	7%	14	1	2%	7%	-5%	1%
O=C1C(Cc2ccc(Br)cc2)SC(=Nc2ccccc2)N1c1ccccc1 (stereo not drawn)	85%[activator]	21µM*	-23%	0	-1	?	0%	?	?
COc1ccc(C2/C(=C(/O)c3ccccc3)C(=O)C(=O)N2CCO)cc1 (stereo not drawn)	2%	15%	8%	3	-3	4%	18%	3%	3%
CCOc1ccccc1NC(=O)Cn1cnc2c(nnn2-c2cccc(OC)c2)c1=O	-2%	-8%	-1%	-19	-2	0%	1%	-7%	-1%
CCOc1ccc(CNC(=O)C(C)n2ncn3cccc3c2=O)cc1 (stereo not drawn)	1%	8%	·	·	-8	·	·	·	-7%
CC(CCc1ccccc1)NC(=O)CCC(=O)N1CCC(C(N)=O)CC1 (stereo not drawn)	1%	-9%	0%	-10	1	12%	-2%	-15%	-11%
N#Cc1c(N)sc(=S)c2c1CCCC2	-24%	0%	-3%	3	-4	4%	-13%	2%[9.22 µM]	-1%
CCCCNC(=O)c1nn2c(C(F)(F)F)cc(-c3ccc(OC)cc3)nc2c1Br	22%	-21%	-6%	25	4	?	-13%	?	-10%
CNc1ccc(SC#N)cc1	-5%	1%	-8%	-70*	-1	11%	-15%	16%	?
C=C(C)C1CC=C(C)/C(=N/NC(=O)COc2cccc(C)c2)C1 (stereo not drawn)	0%	?	4%	6	1	8%	13%	-3%	1%
COc1ccc(-n2nc3c(c2NC(=O)C(C)Oc2ccccc2)CS(=O)C3)cc1 (stereo not drawn)	-12%	-3%	13%	0	-7	-1%	3%	-22%	0%
O=C(Nc1ccccc1)OCCNC(=O)c1ccccc1	-13%	-2%	4%	17	-7	1%	-1%	-5%	0%
CCCC(=O)N(Cc1cc2cccc(C)c2[nH]c1=O)c1ccccc1OC	4%	-12%	13%[9.24 µM]	-1	2	-5%	7%	3%	-2%
Cc1cccc(NC(=O)Cn2cc(S(=O)(=O)Cc3ccccc3Cl)c3ccccc32)c1	-6%	-28%	·	·	1	·	·	·	-26%
Cc1cc(C)nc(NS(=O)(=O)c2ccc(NC(=S)NC(=O)c3cccnc3)cc2)n1	-4%[7.66 µM]	0%	4%	14	-13	3%	7%	-4%	8%
CCN(CC)c1ncnc2c1cnn2Cc1ccc(C)cc1	-13%	?	-14%	1	22	2%	-12%	1%	3%
O=C(NN1C(=O)c2ccccc2NC1c1ccoc1)c1ccccc1 (stereo not drawn)	1%	2%	9%	-4	-1	5%	6%	-3%	4%
COc1ccc(C(=O)N/C(=C\c2ccc(Cl)cc2)C(=O)NCCN2CCOCC2)cc1	16%	6%	2%	-20	-7	·	-2%	·	5%
CC(=O)Nc1ccc(-c2csc(NC(=O)CC(NC(C)=O)c3ccccc3)n2)cc1 (stereo not drawn)	-17%	10%	13%	3	5	-11%	?	-119%[inhibitor]	14%
O=C(NCCNC(=O)c1ccco1)c1ccc(F)cc1	1%	4%	12%	-6	1	-1%	16%	-3%	-1%
O=C(Cc1ccc(Cl)cc1)NCCc1csc2nc(-c3ccccc3F)nn12	0%	-10%	·	·	3	·	·	·	-7%
Cn1c(N)c(C(=O)CSc2ccc3c(c2)OCCO3)c(=O)n(C)c1=O	-7%	-22%	-1%	1	6	0%	-3%	-3%	-9%

Structures from the list above that have an aryl thioether with sulfur outside any ring, in the order listed:
structure	HEK293 tox	KB-V1 cytotox	HT1080 IDH1KD tx	IL1B secr inh	D3 ag	MCF10A rereplic	HT1080-NT tox	SW480 rerep	KB-3-1 cytotox
C=CCn1c(SCC(=O)O)nnc1-c1ccccc1	-8%	11%	0%	21	-2	2%	9%	-6%	5%
Cn1c(N)c(C(=O)CSc2ccc3c(c2)OCCO3)c(=O)n(C)c1=O	-7%	-22%	-1%	1	6	0%	-3%	-3%	-9%

Following part.
structure	HEK293 tox	KB-V1 cytotox	HT1080 IDH1KD tx	IL1B secr inh	D3 ag	MCF10A rereplic	HT1080-NT tox	SW480 rerep	KB-3-1 cytotox
CCc1ccc(N2C(=O)c3ccc4c5c(ccc(c35)C2=O)CC4)cc1	5%	12%	13%	6	2	?	24%	-3%	8%
CC1CCc2c(sc3nnn(CCCCOc4ccc(Cl)cc4)c(=O)c23)C1 (stereo not drawn)	7%	18%	·	·	-7	·	·	·	0%
CC(O)CNc1nc2c(c(=O)n(Cc3ccc(Cl)c(Cl)c3)c(=O)n2C)n1C (stereo not drawn)	-22%	-5%	-16%	?	10	1%	0%	-6%	-14%
CC(=O)c1ccc(O)c(CSc2nncn2C)c1	0%	?	9%	2	1	9%	4%	?	6%
Cc1cc(N=Nc2ccc(Cl)cc2)cc(CN2CCCC2)c1O	?	-10%	?	-7	-9	?	?	-8%	-3%
COc1cc(CN2c3ccccc3C(=O)CS2(=O)=O)cc(OC)c1	-7%	23%	3%	27	4	10%	3%	20%	5%
CCOC(=O)N1CCC(N2CCN(c3cc(C)ccc3C)CC2)CC1	-8%	23µM*	-28%	-7	-19	4%	2%	-3%	-16%
COc1cccc(CCc2nc3ccccc3c(=O)n2N)c1	3%	?	-3%	-7	-1	15%	5%	-16%	1%
CCC(=O)N(C1=C(NC(C)C)C(=O)c2ccccc2C1=O)C(C)C	-18%	?	-3%	60	6	6%	-16%	-9%	?
Cc1ccc(NC(=O)COC(=O)CCc2c(C)nc3nc(N)nn3c2C)cc1C	5%	4%	0%	1	-1	5%	16%	-11%	-4%
Cc1c2cnn(CC(=O)NCCCN3CCCCC3)c(=O)c2c(C)n1Cc1ccccc1	-6%	0%	8%	-22	-5	-2%	4%	-24%	24%
COc1cccc(CNC(=O)CCNC(=O)C2CCN(S(=O)(=O)c3ccc(F)cc3)CC2)c1	-11%	7%	?	4	6	5%	0%	-14%	2%
Fc1ccccc1CNCCCSc1nnnn1-c1ccccc1	4%	25%	·	·	-20	·	·	·	6%
COc1ccc(N2CCN(C(=O)CCc3c(C)nc4cc(-c5ccc(OC)cc5OC)nn4c3C)CC2)cc1	10%	-20%	·	·	-1	·	·	·	-13%
CC(=O)N1CCCN(Cc2cn(-c3ccc(C)cc3)nc2-c2cccc(C)c2)CC1	-15%	?	-2%	?	-23	1%	19%	-14%	4%
CCOC(=O)c1cnc2c(C(=O)OC)cccc2c1NCCN1CCOCC1	7%	16%	4%	2	-2	-4%	1%	-8%	10%
CC(Sc1nc2ccccc2c(=O)n1CC1CCCO1)C(=O)Nc1ccc(S(N)(=O)=O)cc1 (stereo not drawn)	-9%	6%	12%	-7	-16	1%	-5%	2%	-4%
C=CCNc1nc(N(c2ccccc2)c2ccccc2)nc(-n2ccnc2)n1	6%	?	-14%	53	8	?	-5%	-24%	-8%
N#Cc1cccnc1N1CCN(C(=O)c2ccccc2)CC1	9%	-8%	22%	?	2	1%	24%	-18%	3%
COCCN(CCOC)Cc1cc(=O)oc2cc(C)cc(C)c12	3%	3%	2%	-13	6	·	6%	·	0%
CCOc1ccc(CCNS(=O)(=O)c2c(C)nc3sc(C)cn3c2=O)cc1OCC	0%	-7%	·	·	-4	·	·	·	3%
CN1C(=O)NC(c2ccccc2)C2=C1CN(Cc1ccco1)C2=O (stereo not drawn)	-1%	0%	-2%	11	-3	3%	0%	0%	9%
CCN(CC)C(=O)Cn1c(=O)n(-c2ccc(CC(=O)NCc3ccccc3)cc2)c(=O)c2sccc21	8%	2%	7%	17	6	0%	0%	-14%	10%
Cn1cccc1/C=C1\SC(=O)N(c2ccc(O)cc2)C1=O	4%	-1%	-6%	-9	-5	?	2%	7%	-1%
O=S(=O)(Nc1cccnc1)c1ccc(Cl)c(C(F)(F)F)c1	25%	0%	-7%	5	-2	3%	1%	4%	-11%
Oc1ccc(Cl)cc1C1=NNC(c2ccc(Cl)cc2)C1 (stereo not drawn)	17%	?	?	?	2	18µM*	-18%	?	23µM*
CCOC(=O)C1CCCN(C(=O)c2ccccc2[N+](=O)[O-])C1 (stereo not drawn)	1%[7.66 µM]	0%	13%	-9	0	6%	12%	2%	8%
Cc1cc(Cl)cc(C)c1OCCn1ccnc1	-7%	?	-23%	160	3	?	-11%	19%	?

Assay outcomes deposited in PubChem by National Center for Advancing Translational Sciences (NCATS).
